EBNA-1 inhibitor: blocks EBNA-1 binding to DNA | EBNA-1 DNA binding, fluorescence polarization | inhibition, % at 14.8 µM | 300,000 compounds, 0.34% hits; in the data active = inhibition above about 28%
BCLXL inh: inhibitors of human Bcl-xL; GST-Bcl-xL / FITC-Bim BH3 peptide fluorescence polarization; inhibition, % at 10.9 µM; 320,000 compounds, 0.7% hits;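 active = inhibition above the mean of all tested compounds plus 3 SD, cutoff set per campaign, cut at about 30% in these data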;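 note: 0% = DMSO wells and 100% = unlabeled Bim-BH3 peptide competitor; inhibitors lower millipolarization by displacing the labeled peptide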
MCL1 BIM primary: disrupts human MCL1 binding to BIM-BH3 peptide. Q07820. GST-MCL1 / FITC-Bim-BH3 fluorescence polarization. inhibition, % at 10.9 µM. 320,000 compounds, 0.68% hits;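 active = inhibition above the mean inhibition of all tested compounds plus 3 SD, set per campaign, cut at about 40% in these data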;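 note: 0% = DMSO wells and 100% = unlabeled Bim-BH3 peptide control; higher means more loss of mP so more displacement of Bim peptide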
GLD-1 TGE inh: GLD-1-TGE RNA interaction inhibition (C. elegans) | Q17339 | purified GLD-1 + fluorescein TGE RNA, fluorescence polarization | inhibition, % at 5.96 µM | 320,000 compounds, 0.44% hits | AID 2280;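 active = percent inhibition above a per-plate cutoff, the plate mean of test compounds plus 3 SD, cut at about 30% in these data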;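 note: 0% = DMSO wells with GLD-1 and probe and 100% = wells lacking GLD-1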
Target sequence (Q17339 whole entry, looked up): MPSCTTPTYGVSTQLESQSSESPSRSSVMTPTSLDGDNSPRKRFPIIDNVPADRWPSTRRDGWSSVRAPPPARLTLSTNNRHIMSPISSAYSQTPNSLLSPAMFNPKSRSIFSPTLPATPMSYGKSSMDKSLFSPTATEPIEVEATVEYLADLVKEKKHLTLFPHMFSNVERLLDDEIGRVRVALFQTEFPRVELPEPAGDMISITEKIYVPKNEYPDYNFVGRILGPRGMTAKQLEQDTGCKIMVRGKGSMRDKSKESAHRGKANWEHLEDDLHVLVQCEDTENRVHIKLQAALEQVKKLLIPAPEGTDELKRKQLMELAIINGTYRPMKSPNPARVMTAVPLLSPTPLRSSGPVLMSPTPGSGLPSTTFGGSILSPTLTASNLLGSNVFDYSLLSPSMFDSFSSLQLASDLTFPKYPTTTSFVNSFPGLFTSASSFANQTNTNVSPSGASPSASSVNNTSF
Efflux pump inh: blocks antifungal efflux pumps in multiplex yeast assay. 330,000 compounds, 0.44% hits. inhibition, % at 10 µM. S. cerevisiae Candida pump triplex, Nile Red efflux. AID 485275;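 active = plate passing quality check with inhibition over a set limit, or well fluorescence over plate mean plus 4 SD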;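 note: Nile Red retained in pooled yeast measured as flow cytometry median fluorescence; 0% = buffer negative control and 100% = Enniatin B positive control; higher means more Nile Red kept so more efflux inhibition; some compounds called inactive have numbers as strong as hits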
Fam108B inh: blocks mouse Fam108B hydrolase in RBBP9 counter-screen; recombinant Fam108B, FP-Rh probe fluorescence polarization; inhibition, % at 9.51 µM; 300,000 compounds, 0.33% hits;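 active = inhibition above the screen mean inhibition plus 3 SD, computed separately per campaign, cut at about 18% in these data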;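 note: inhibitors lower polarization as less probe binds the enzyme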
CR mimetic SO: yeast age-related superoxide inhibition as caloric restriction mimetic. AID 2690. S. cerevisiae aged cells, superoxide DHE fluorescence; active compounds read low. 330,000 compounds, 0.18% hits. superoxide response (% of plate mean), % at 10 µM;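 active = superoxide response under a set limit, about three screen SD below normal, cut at about 65% in these data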;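 note: yeast aged for seven days with compound at 30 °C before DHE staining; 100% = average MFI of all compound-treated wells on the plate with controls excluded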
ZTA counter: ZTA (EBV) inhibition in EBNA-1 counter-screen. ZTA-DNA binding, fluorescence polarization. AID 2234. 320,000 compounds, 0.15% hits. inhibition, % at 11 µM. P03206; in the data active = inhibition above about 33%
MEX-5 binding: C. elegans MEX-5 TCR-2 RNA binding activity | Q9XUB2 | MEX-5/FITC-TCR2 RNA binding, fluorescence polarization; active compounds read low | activity score (negative = inhibition of binding), % at 10 µM | 300,000 compounds, 0.38% hits;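 active = inhibition past about -25% in most replicates, and total fluorescence under double the plate's negative control median, limit read from the data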;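 note: 0% = DMSO and -100% = 5 µM competing unlabeled TCR2 RNA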
Target sequence (Q9XUB2 whole entry, looked up): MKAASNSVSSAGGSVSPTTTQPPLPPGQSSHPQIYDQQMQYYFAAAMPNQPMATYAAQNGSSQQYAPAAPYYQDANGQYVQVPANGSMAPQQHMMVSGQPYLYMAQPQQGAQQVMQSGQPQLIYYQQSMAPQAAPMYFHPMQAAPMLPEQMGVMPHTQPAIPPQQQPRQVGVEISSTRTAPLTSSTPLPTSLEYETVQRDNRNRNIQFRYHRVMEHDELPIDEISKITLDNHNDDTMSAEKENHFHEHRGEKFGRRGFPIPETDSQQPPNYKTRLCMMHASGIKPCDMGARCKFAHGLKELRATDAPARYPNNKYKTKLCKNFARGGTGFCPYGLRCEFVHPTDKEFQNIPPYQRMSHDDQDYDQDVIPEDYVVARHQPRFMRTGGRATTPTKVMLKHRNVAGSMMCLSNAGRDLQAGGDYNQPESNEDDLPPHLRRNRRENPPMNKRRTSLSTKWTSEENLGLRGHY
* marks the source's active call; other numbers are inactive results.

Screening CC(C)(C)n1nc2c(c1NC(=O)c1c(F)cccc1F)CS(=O)(=O)C2 returned EBNA-1 inhibitor -3.7, BCLXL inh -2.3, MCL1 BIM primary -3.0, GLD-1 TGE inh 5.5, Efflux pump inh 0.5, Fam108B inh 2.4, CR mimetic SO 111.0, ZTA counter -4.4 and MEX-5 binding 2.5.
For CCN(CC)CC(=O)c1c[nH]c2ccc(C)cc12 the results were EBNA-1 inhibitor 8.2, BCLXL inh -0.3, MCL1 BIM primary -15.9, GLD-1 TGE inh 2.7, Efflux pump inh 0.1, Fam108B inh -3.3, CR mimetic SO 88.6, ZTA counter -6.2 and MEX-5 binding 2.8.
Screening Cc1c(C(=O)NCC2CCCO2)oc2ccc(Br)cc12 (stereo not drawn) returned EBNA-1 inhibitor 4.0, BCLXL inh -1.7, MCL1 BIM primary -1.8, GLD-1 TGE inh -7.8, Efflux pump inh 0.0, Fam108B inh 2.7, CR mimetic SO 97.7, ZTA counter -4.8 and MEX-5 binding 0.9.
Cn1c(=O)oc2cc(S(=O)(=O)N3CCC(C(=O)NCc4ccccc4Cl)CC3)ccc21 was read as EBNA-1 inhibitor 15.2, BCLXL inh 3.3, MCL1 BIM primary 2.1, GLD-1 TGE inh 4.5, Efflux pump inh -0.5, Fam108B inh 3.5, CR mimetic SO 106.9, ZTA counter 4.3 and MEX-5 binding 2.5.
Screening CCNC(=O)Cc1c(OC)ccc2cc(Br)ccc12 returned EBNA-1 inhibitor -1.6, BCLXL inh 5.7, MCL1 BIM primary 2.0, GLD-1 TGE inh 3.9, Efflux pump inh -0.3, Fam108B inh -2.3, CR mimetic SO 75.5, ZTA counter 13.1 and MEX-5 binding -0.1.
COC(=O)Cn1cnc2scc(-c3ccc(C)c(C)c3)c2c1=O was read as EBNA-1 inhibitor 2.3, BCLXL inh 1.7, MCL1 BIM primary -0.2, GLD-1 TGE inh 5.6, Efflux pump inh 0.0, Fam108B inh -5.3, CR mimetic SO 100.1, ZTA counter 2.0 and MEX-5 binding -1.3.
COc1ccc(-c2nnc(SCC(=O)NC(=O)NCc3ccco3)o2)cc1 was read as EBNA-1 inhibitor 3.3, BCLXL inh 1.4, MCL1 BIM primary 2.1, GLD-1 TGE inh 0.6, Efflux pump inh 0.0, Fam108B inh -0.6, CR mimetic SO 95.0, ZTA counter -19.6 and MEX-5 binding 0.2.
For Cc1ncoc1C(=O)N1CCCC(N2CCN(c3ccccc3F)CC2)C1 (stereo not drawn) the results were EBNA-1 inhibitor -6.2, BCLXL inh 6.7, MCL1 BIM primary 11.5, GLD-1 TGE inh -6.2, Efflux pump inh -0.1, Fam108B inh -1.4, CR mimetic SO 100.2, ZTA counter -14.3 and MEX-5 binding 0.9.
`O=C(CNC(=O)c1ccccc1F)OCc1nc2ccccc2s1` gave EBNA-1 inhibitor -2.9, BCLXL inh 1.6, MCL1 BIM primary 6.3, GLD-1 TGE inh 1.0, Efflux pump inh 0.1, Fam108B inh 2.9, CR mimetic SO 105.3, ZTA counter 2.8 and MEX-5 binding -1.4.
Screening Cc1csc(NC(=O)CCNC(=O)c2ccccc2Cl)n1 returned EBNA-1 inhibitor -9.5, BCLXL inh 0.4, MCL1 BIM primary 1.8, GLD-1 TGE inh 10.8, Efflux pump inh 0.0, Fam108B inh 7.3, CR mimetic SO 98.6, ZTA counter -5.1 and MEX-5 binding -1.8.
Cc1ccccc1C(=O)/C=C1/SCC(=O)N1C was read as EBNA-1 inhibitor 9.4, BCLXL inh -27.4, MCL1 BIM primary -44.3, GLD-1 TGE inh -20.5, Efflux pump inh -0.2, Fam108B inh -5.5, CR mimetic SO 89.9, ZTA counter 15.7 and MEX-5 binding 1.4.
CCOc1ccc(OCCC(=O)NNC(=O)c2nn(C)c(=O)c3ccccc23)cc1 was read as EBNA-1 inhibitor 1.9, BCLXL inh 2.5, MCL1 BIM primary -3.0, GLD-1 TGE inh -3.2, Efflux pump inh 0.1, Fam108B inh 0.8, CR mimetic SO 117.2, ZTA counter -1.4 and MEX-5 binding -1.3.
S=C(NCCc1ccccc1)Nc1ccc(Cl)cc1 was read as EBNA-1 inhibitor -1.6, BCLXL inh 1.6, MCL1 BIM primary 5.4, GLD-1 TGE inh -0.3, Efflux pump inh -0.1, Fam108B inh -3.2, CR mimetic SO 96.6, ZTA counter -9.8 and MEX-5 binding 0.1.
`CC1(c2ccccc2)NC(=O)N(CC(=O)Nc2ccc(Cl)c(S(=O)(=O)N3CCCCC3)c2)C1=O` (stereo not drawn) gave EBNA-1 inhibitor -4.4, BCLXL inh -6.5, MCL1 BIM primary -23.8, GLD-1 TGE inh -4.0, Efflux pump inh -0.3, Fam108B inh -8.9, CR mimetic SO 106.2, ZTA counter -3.2 and MEX-5 binding 1.5.
Cc1cc(=O)oc2cc(NC(=O)C3CC(=O)N(Cc4ccccc4)C3)ccc12 (stereo not drawn) was read as EBNA-1 inhibitor -0.5, BCLXL inh 1.1, MCL1 BIM primary 0.9, GLD-1 TGE inh -4.9, Efflux pump inh 0.1, Fam108B inh -0.4, CR mimetic SO 107.7, ZTA counter 0.0 and MEX-5 binding -4.2.
Screening O=C(CSc1ncccn1)Nc1ccc(N2CCOCC2)cc1 returned EBNA-1 inhibitor -3.9, BCLXL inh 0.4, MCL1 BIM primary 6.8, GLD-1 TGE inh 3.2, Efflux pump inh -0.1, Fam108B inh 1.1, CR mimetic SO 126.8, ZTA counter -30.9 and MEX-5 binding -2.8.
For COc1ccc(C2NC3=C(CCC3)C3(C#N)C4(N=C(N)C23C#N)OCCO4)cc1 (stereo not drawn) the results were EBNA-1 inhibitor 1.6, BCLXL inh 8.9, MCL1 BIM primary 12.0, GLD-1 TGE inh 10.0, Efflux pump inh 0.0, Fam108B inh 2.1, CR mimetic SO 95.7, ZTA counter 2.8 and MEX-5 binding -4.5.
Screening CCC(=O)Nc1ccc(C(=O)COC(=O)Cc2ccsc2)cc1 returned BCLXL inh -8.1, MCL1 BIM primary -9.0, GLD-1 TGE inh 4.1, Efflux pump inh 0.0, CR mimetic SO 112.2 and ZTA counter -19.9.
Screening Cn1cc(CN2CCC(CO)CC2)c(-c2ccc(Oc3ccccc3)cc2)n1 returned EBNA-1 inhibitor -1.9, BCLXL inh 6.5, MCL1 BIM primary 7.7, GLD-1 TGE inh 1.8, Efflux pump inh -0.2, Fam108B inh 0.7, CR mimetic SO 101.8, ZTA counter 14.8 and MEX-5 binding -5.3.
For CC(=O)Nc1ccc(OC(=O)c2cc([N+](=O)[O-])ccc2Cl)cc1 the results were EBNA-1 inhibitor 4.0, BCLXL inh 4.2, MCL1 BIM primary 7.7, GLD-1 TGE inh -1.9, Efflux pump inh -0.1, Fam108B inh 2.7, CR mimetic SO 99.5, ZTA counter 0.3 and MEX-5 binding 1.8.
CC(C)(C)c1ccccc1OCCOCCN1CCCCCC1 was read as EBNA-1 inhibitor -7.2, BCLXL inh 5.3, MCL1 BIM primary 1.1, GLD-1 TGE inh 10.4, Efflux pump inh 0.1, Fam108B inh 2.5, CR mimetic SO 98.5, ZTA counter 0.1 and MEX-5 binding 1.5.
CCCCCCCCCCOC(=O)C[N+](C)(C)C/C=C(/C)Cl was read as EBNA-1 inhibitor -5.9, BCLXL inh 5.1, MCL1 BIM primary -0.5, GLD-1 TGE inh 5.9, Efflux pump inh 0.6, Fam108B inh -2.9, CR mimetic SO 129.6, ZTA counter -4.8 and MEX-5 binding 0.5.
`N#CCN1CCCC(C(N)=O)C1` (stereo not drawn) gave EBNA-1 inhibitor -6.4, BCLXL inh 6.3, MCL1 BIM primary 7.9, GLD-1 TGE inh -7.5, Efflux pump inh -0.1, Fam108B inh 0.8, CR mimetic SO 107.1, ZTA counter -0.8 and MEX-5 binding 3.5.
`Nc1cc(C(F)(F)F)cc([N+](=O)[O-])c1N` gave EBNA-1 inhibitor -13.1, BCLXL inh 1.5, MCL1 BIM primary -3.0, GLD-1 TGE inh -6.9, Efflux pump inh 0.0, Fam108B inh 2.1, CR mimetic SO 94.9, ZTA counter -5.4 and MEX-5 binding -0.8.

A stretch of the results above:
`CC1(c2ccccc2)NC(=O)N(CC(=O)Nc2ccc(Cl)c(S(=O)(=O)N3CCCCC3)c2)C1=O` (stereo not drawn) gave EBNA-1 inhibitor -4.4, BCLXL inh -6.5, MCL1 BIM primary -23.8, GLD-1 TGE inh -4.0, Efflux pump inh -0.3, Fam108B inh -8.9, CR mimetic SO 106.2, ZTA counter -3.2 and MEX-5 binding 1.5.
Cc1cc(=O)oc2cc(NC(=O)C3CC(=O)N(Cc4ccccc4)C3)ccc12 (stereo not drawn) was read as EBNA-1 inhibitor -0.5, BCLXL inh 1.1, MCL1 BIM primary 0.9, GLD-1 TGE inh -4.9, Efflux pump inh 0.1, Fam108B inh -0.4, CR mimetic SO 107.7, ZTA counter 0.0 and MEX-5 binding -4.2.

The list goes on:
`COc1cc(C(=O)NCC(=O)OCc2ccccc2Cl)cc(OC)c1OC` gave EBNA-1 inhibitor 9.7, BCLXL inh 5.3, MCL1 BIM primary 3.4, GLD-1 TGE inh -5.7, Efflux pump inh -0.1, Fam108B inh -4.3, CR mimetic SO 105.6, ZTA counter 6.8 and MEX-5 binding 1.9.
Screening COc1cc([N+](=O)[O-])ccc1NC(=O)/C=C/C(=O)O returned EBNA-1 inhibitor 4.7, BCLXL inh 4.0, MCL1 BIM primary 3.5, GLD-1 TGE inh -4.9, Efflux pump inh 0.0, Fam108B inh 3.7, CR mimetic SO 109.8, ZTA counter 26.2 and MEX-5 binding -1.7.
`Cc1ccc(C(=O)O)cc1[N+](=O)[O-]` gave BCLXL inh 5.1, MCL1 BIM primary -1.9, GLD-1 TGE inh -5.6, Efflux pump inh -0.1, CR mimetic SO 80.0 and ZTA counter -20.8.
Screening CS(=O)(=O)N1CCCC(C(=O)NCCc2ccc(Cl)cc2)C1 (stereo not drawn) returned EBNA-1 inhibitor -5.0, BCLXL inh 3.1, MCL1 BIM primary 8.9, GLD-1 TGE inh 1.3, Efflux pump inh 0.2, Fam108B inh 2.3, CR mimetic SO 101.3, ZTA counter 11.5 and MEX-5 binding 0.7.
`C1CCN(c2nc(N3CCCCC3)nc(N3CCNCC3)n2)CC1` gave EBNA-1 inhibitor -5.8, BCLXL inh 2.9, MCL1 BIM primary 13.7, GLD-1 TGE inh 1.5, Efflux pump inh -0.1, Fam108B inh -0.3, CR mimetic SO 92.7, ZTA counter -2.2 and MEX-5 binding -0.2.
Screening O=C(O)Cn1c(SC2CCCCC2)nc2ccccc21 returned EBNA-1 inhibitor 16.3, BCLXL inh 4.8, MCL1 BIM primary 2.4, GLD-1 TGE inh 3.8, Efflux pump inh -0.1, Fam108B inh 1.2, CR mimetic SO 95.8, ZTA counter -0.5 and MEX-5 binding 1.7.
For Cc1cc2occ(CC(=O)N(C)CC(=O)Nc3ccccc3Cl)c2cc1C the results were EBNA-1 inhibitor 4.3, BCLXL inh -0.8, MCL1 BIM primary -1.0, GLD-1 TGE inh 4.6, Efflux pump inh -0.2, Fam108B inh 2.4, CR mimetic SO 102.9, ZTA counter -0.6 and MEX-5 binding -4.3.
For Cc1ccc(NC(=S)N/N=C2\CC(C)(C)Oc3ccc(O)cc32)cc1 the results were EBNA-1 inhibitor -0.8, BCLXL inh 2.3, MCL1 BIM primary 8.1, GLD-1 TGE inh 5.5, Efflux pump inh 0.0, Fam108B inh 1.2, CR mimetic SO 127.3, ZTA counter -10.7 and MEX-5 binding -3.1.
Screening N#Cc1ccccc1CSc1ncccc1C(=O)O returned EBNA-1 inhibitor -8.5, BCLXL inh 2.0, MCL1 BIM primary 2.2, GLD-1 TGE inh 3.5, Efflux pump inh 0.1, Fam108B inh -1.4, CR mimetic SO 122.6, ZTA counter -3.5 and MEX-5 binding -2.1.

Rows were taken by chance; about 2.3% have a hit in one of these screens.
